p97 inhibitor = human p97 ATPase inhibition; 220,000 tested, 0.42% active; P55072; recombinant p97 ATPase, Kinase-Glo ATP luminescence, 3 h; inhibition, % at 8 µM; in the data active = inhibition above about 15%;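 note: 0% = DMSO vehicle and 100% = wells lacking enzyme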
MDM2 E3 inh = Mdm2 E3 ligase (human) inhibition. Q00987. cell-based MDM2 ubiquitination luciferase reporter, 2 h; 0 = plate control, 100 = twice control, blank-subtracted. signal enhancement, % at 5 µM. 210,000 tested, 0.11% active;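 active = signal enhancement of 30% or more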;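 note: luminescence tracks abundance of the self-degrading MDM2-luciferase fusion protein; higher signal means inhibition of MDM2 E3 ligase activity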
Target sequence (Q00987 whole entry, looked up, the tested form may be a part): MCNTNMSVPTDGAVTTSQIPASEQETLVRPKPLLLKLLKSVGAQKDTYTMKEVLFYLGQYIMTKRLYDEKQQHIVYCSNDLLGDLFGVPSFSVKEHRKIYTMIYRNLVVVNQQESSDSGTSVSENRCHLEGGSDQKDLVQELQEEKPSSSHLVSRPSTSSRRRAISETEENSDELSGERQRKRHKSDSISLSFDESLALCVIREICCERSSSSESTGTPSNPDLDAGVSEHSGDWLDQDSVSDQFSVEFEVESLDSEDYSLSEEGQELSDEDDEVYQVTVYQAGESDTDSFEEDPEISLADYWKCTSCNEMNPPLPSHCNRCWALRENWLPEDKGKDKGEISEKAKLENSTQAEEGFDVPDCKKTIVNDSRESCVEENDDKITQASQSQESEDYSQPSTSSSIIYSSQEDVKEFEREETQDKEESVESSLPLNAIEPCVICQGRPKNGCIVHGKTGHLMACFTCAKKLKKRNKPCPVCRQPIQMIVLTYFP
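Assay system: stable mammalian line carrying autodegrading MDM2–luciferase fusion reporter; Input: 2000 cells in each well; Compound dosing: single-point 5 µM; Schedule: 2 h compound exposure at 37 °C; Signal: SteadyLite luciferase luminescence after 15 min room-temperature reagent incubation; Evaluation: % luminescence enhancement versus blank-corrected plate control mean; Benchmarks: plate controls and plate blanks.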
Rad51 HR inh = blocks human Rad51 in homologous recombination. Q06609. hRad51 DNA strand exchange, fluorescence dequenching. inhibition, % at 10 µM. 200,000 tested, 0.085% active;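 active = inhibition above 40% at the single screening dose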;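 note: 0% = DMSO control wells and 100% = blanks with heterologous ssDNA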
Target sequence (Q06609 whole entry, looked up): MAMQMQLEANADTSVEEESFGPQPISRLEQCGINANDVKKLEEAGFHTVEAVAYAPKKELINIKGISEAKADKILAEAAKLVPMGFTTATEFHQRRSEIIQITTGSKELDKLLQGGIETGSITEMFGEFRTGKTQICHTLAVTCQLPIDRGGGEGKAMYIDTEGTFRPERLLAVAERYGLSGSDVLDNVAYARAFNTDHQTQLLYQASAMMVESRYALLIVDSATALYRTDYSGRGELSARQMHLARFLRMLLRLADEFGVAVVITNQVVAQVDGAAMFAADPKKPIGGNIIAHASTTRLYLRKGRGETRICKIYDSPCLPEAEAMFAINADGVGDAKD
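Material: human Rad51–ssDNA filaments; Probe or stimulus: labelled 47-mer dsDNA for strand exchange; Doses: single 10 µM dose; Incubation: 37 °C 15-min filament assembly, 30-min compound preincubation, 15-min exchange; Technique: FRET fluorescence dequenching, excitation 485 nm, emission 520 nm; Measure: Fluorescence-based percent inhibition, control- and blank-normalised; Benchmarks: plate control and blank wells.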
FXIIa inh 1536 = factor XIIa (human) inhibition | purified FXIIa, Boc-QGR-AMC fluorogenic substrate, 2 h | 220,000 tested, 0.3% active | inhibition, % at 5 µM | P00748 | AID 800; in the data active = inhibition above about 40%;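 note: 0% = enzyme with no compound and 100% = blank without enzyme; many of its hits are not listed in these tables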
KLK5 inh = blocks human kallikrein 5 protease activity. Q9Y337. 210,000 tested, 0.59% active. AID 873. inhibition, % at 5 µM. recombinant hK5, fluorogenic AMC substrate cleavage;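 active = inhibition of 40% or more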;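 note: 0% = enzyme controls without compound and 100% = no-enzyme blanks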
Target sequence (Q9Y337 67-293 limits assumed): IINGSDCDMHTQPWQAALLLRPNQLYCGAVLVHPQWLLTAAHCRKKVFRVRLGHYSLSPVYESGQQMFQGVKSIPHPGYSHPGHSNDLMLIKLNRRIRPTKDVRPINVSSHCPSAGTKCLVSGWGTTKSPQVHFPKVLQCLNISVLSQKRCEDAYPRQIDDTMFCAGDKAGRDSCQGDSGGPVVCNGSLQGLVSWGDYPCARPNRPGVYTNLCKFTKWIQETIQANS
FXIa inh = inhibitors of human coagulation factor XIa | purified FXIa, Boc-Glu-Ala-Arg-AMC fluorogenic substrate | inhibition, % at 5 µM | AID 798 | 220,000 tested, 0.14% active | P03951;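 active = inhibition of at least 40%; inactive = inhibition below 40%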;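 note: fluorescence of freed AMC excited at 355 nm; 0% = enzyme without compound and 100% = no enzyme blank; many of its hits are not listed in these tables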
Wee1 degr inh = human Wee1 degradation inhibition, primary screen; 220,000 tested, 1.2% active; HeLa Luc-Wee1K328M stability, luciferase luminescence; 100% = proteasome inhibitor MG132 effect; reporter increase, % at 5 µM;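 active = activation above the mean of all tested compounds plus 3 SD, set per screening run, cut at about 8.8% in these data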;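 note: cells exposed to compound for 20 h before luminescence read; 0% = DMSO alone and 100% = MG132 at 30 µM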
eIF4E 4G PPI = eIF4E/eIF4G interaction inhibition in translation initiation; TR-FRET eIF4E-eIF4GI(517-606) binding, 2 h; inhibition, % at 21.7 µM; AID 782; 220,000 tested, 0.37% active; P63073+Q04637;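 active = inhibition above about 30%, limit read from the data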;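 note: 0% = full FRET control wells and 100% = background wells lacking eIF4GI fragment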
14-3-3 Bad PPI = disrupts binding of bovine 14-3-3 zeta to phospho-Bad peptide; TR-FRET 14-3-3zeta/Dy647-pBad peptide displacement, 1 h; inhibition, % at 21.7 µM; P63103; 220,000 tested, 0.71% active;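 active = inhibition above about 70%, limit read from the data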;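 note: 0% = full 14-3-3 plus peptide FRET controls and 100% = background without 14-3-3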
An asterisk follows results filed as active; · = not tested or not shown; [ ] = dose if it differs, or a comment.

SMILES	p97 inhibitor	MDM2 E3 inh	Rad51 HR inh	FXIIa inh 1536	KLK5 inh	FXIa inh	Wee1 degr inh	eIF4E 4G PPI	14-3-3 Bad PPI
CC(=O)Nc1ccc(S(=O)(=O)NCc2ccc3[nH]c(C)cc3c2)cc1	2	-18	-5	2	-23	-1	2	-2	7
O=C(N/C(=C/C=C/c1ccccc1)C(=O)N1CCOCC1)c1ccccc1Br	0	-13	8	1	-14	-6	1	2	-1
Cc1ccc(C)c(OCC(=O)N2CCN(C(=O)c3ccco3)CC2)c1	-3	0	7	3	-10	-5	0	2[fluorescence artefact?]	-8[fluorescence artefact?]
NC(=S)N/N=C/c1cccc(O)c1O	5	12	-98	15	-8	2	1	-5	-22
C[C@@H]1NC(=O)[C@H](CCC(N)=O)NC(=O)c2cc([N+](=O)[O-])cc(I)c2NCC[C@@H](C(N)=O)NC1=O	7	·	0	18	-8	9	-4	0	-5
COc1cc2c(cc1NC(=O)CSc1nnc(COc3ccc(Cl)cc3)n1C)oc1ccccc12	2	2	1	-6	-4	-10	1	-1	7
C/C(=N\NS(=O)(=O)c1ccc(C)c([N+](=O)[O-])c1)c1ccc2c(c1)OCO2	5	1	4	5	0	3	0	-1	-21
Cc1ccc(OCC2Cn3c(nc4c3c(=O)n(C)c(=O)n4C)O2)cc1 (stereo not drawn)	3	-15	-17	8	4	7	2	-1	-2
Cc1ccc(NC(=O)COC(=O)c2cc(Cl)ccc2[N+](=O)[O-])cc1	6	-12	3	5	-14	-4	-1	7	10[fluorescence artefact?]
Cc1occc1-c1nnc(SCC(=O)c2c(N)n(Cc3ccccc3)c(=O)n(C)c2=O)n1C	-7	-17	-10	19	-9	0	2	-2[fluorescence artefact?]	-10[fluorescence artefact?]
CCOC(=O)N/N=C1\CCS(=O)(=O)c2ccc(Cl)cc21	-3	-7	-8	13	1	4	5	-3	-1
Cc1ccc(S(=O)(=O)N(CC(=O)NN=C2CCN(C)CC2)c2ccc(C(C)C)cc2)cc1	4	-14	-3	5	-2	-6	0	0	-1
CCNc1nc2c(c(=O)n(Cc3ccccc3)c(=O)n2C)n1Cc1ccccc1	2	-3	2	22	-23	-1	-2	-9	-2
COc1ccc(-c2csc(CCn3nc(C)cc3C)n2)cc1OC	4	-4	4	2	-2	-3	2	3	-18
COc1ccccc1N(CC(=O)Nc1ccc(S(=O)(=O)N2CCCCC2)cc1)S(C)(=O)=O	-4	-9	3	12	-4	0	2	3	3
Cc1c(NC(=O)Nc2ccccc2Cl)c(=O)n(-c2ccccc2)n1C	4	-13	·	6	·	0	-1	1	-5
O=C(O)CC1S/C(=N/N=C/c2ccc([N+](=O)[O-])cc2)N(c2ccc(O)cc2)C1=O (stereo not drawn)	4	-4	8	4	-15	8	-1	-1	-1
O=C(/C=C/c1ccc(F)cc1)Nc1ccc2[nH]c(=O)[nH]c2c1	9	-2	24	2	-8	2	-1	1	-4
CNC(=O)c1snnc1-c1ccccc1	3	-19	-2	16	30	14	-1	5	4
CC1(C)CC(=O)C2=C(C1)OC(c1ccc(O)cc1)C(C#N)=C2N (stereo not drawn)	5	4	6	9	-8	9	-3	12	5[fluorescence artefact?]
O=C(Cn1c(=O)oc2ccccc21)N(Cc1ccccc1)C1CCS(=O)(=O)C1 (stereo not drawn)	3	14	0	14	3	3	2	4	8[fluorescence artefact?]
O=c1cnnc(N/N=C/C2CC=CCC2)[nH]1 (stereo not drawn)	-1	-12	-2	8	-1	4	3	-5	-4
Cc1ccc(N2C(=O)C(CC(=O)Nc3cccc(F)c3)N(C3CC3)C2=O)cc1 (stereo not drawn)	0	-11	2	6	15	1	0	-3	-9
Cc1ccc(S(=O)(=O)Oc2ccc(/C=C3\N=C(c4cccc(C)c4)OC3=O)cc2)cc1	-1	3	·	0	4	4	-3	2	-6
CCCCNC(=O)COC(=O)c1cc2c(C)nn(-c3ccccc3)c2s1	-1	-8	1	10	2	-1	1	5	8
O=Cc1ccc(N2CCCC2)o1	2	-11	16	6	2	-2	1	5	-18
COc1cc(C(=O)NCc2nnc(SCC(=O)Nc3nccs3)o2)cc(OC)c1OC	2	-12	7	0	-12	-6	-3	2	-7
COc1ccnc(Oc2ccc(Cl)cc2)c1C#N	1	-9	-13	6	-5	1	4	3	-1
Cc1nc(C)c(C(=O)N/N=C/c2cn(C)c3ccccc23)s1	5	-4	-1	14	-2	0	1	5	-8
c1ccc(-c2ccc3c(c2)NC(C2Nc4cc(-c5ccccc5)ccc4O2)O3)cc1 (stereo not drawn)	5	-16	7	9	0	-3	-1	-3	-1
O=C(c1cc(-c2cccs2)on1)N1CCN(C(c2ccccc2)c2ccccc2)CC1	3	0	-3	13	2	8	-3	1	-6
O=C(O)C1CCCCC1C(=O)NCCc1ccc(Cl)cc1 (stereo not drawn)	3	-17	-1	-1	1	2	-1	5[fluorescence artefact?]	5
C/C(=N/NC(=O)c1ccc2c(c1)OCO2)c1ccc(NC(=O)C(F)(F)F)cc1	-2	-4	-3	3	-19	-2	-1	6	86*
CC/C(=N\NC(=O)c1ccncc1)C12CC3CC(CC(C3)C1)C2	-1	-4	-3	-8	-14	4	0	-9[fluorescence artefact?]	-7[fluorescence artefact?]
O=C(O)CC1NC(=O)N(c2ccc(Cl)cc2)C1=O (stereo not drawn)	-4	-4	-2	16	5	-1	-2	2	26
Cc1nc2ccccn2c1C(=O)CSc1ccccc1Cl	-1	-12	13	11	-33	4	0	-2	-11
O=C(Nc1ccc(O)c(-c2nc3ccccc3o2)c1)C1(c2ccc([N+](=O)[O-])cc2)CCCC1	-1	3	-6	9	-7	-3	0	2	3[fluorescence artefact?]
CCCC(=O)Oc1ccc(-c2nccc(C(OC)OC)n2)cc1	6	1	2	4	-3	0	0	0	-19
O=C(NN1C(=O)/C(=C\c2ccc(O)c([N+](=O)[O-])c2)SC1=S)c1ccccc1Cl	1	-7	-29	10	3	5	-4	-2	9
CCOC(=O)c1sc(NC(=O)CN(CC(C)C)CC(C)C)c(C(=O)OCC)c1C	2	·	4	5	0	2	0	-1[fluorescence artefact?]	-11[fluorescence artefact?]
O=C(NCc1ccccn1)C1CCCN(Cc2cnn(-c3ccccc3)c2-n2cccc2)C1 (stereo not drawn)	-4	-2	5	6	-11	1	-2	4	-12
O=c1c2c(nc(NCCO)n1CC1CCCCC1)-c1ccccc1CC21CCCC1	-2	-4	9	0	-52	0	0	-4	-4
NC(=O)C1CCN(c2nc(-c3ccccc3)nc3ccccc23)CC1	9	-46	-1	-1	-4	-14	-3	0[fluorescence artefact?]	-7[fluorescence artefact?]
O=C(COC(=O)CNC(=O)c1ccccc1F)NCCC1=CCCCC1	6	-10	4	13	-5	-2	3	1[fluorescence artefact?]	2
Cc1nc2oc3c(=O)[nH]cnc3c2c2c1COC(C)(C)C2	1	7	12	10	2	1	1	4	6
COc1ccc(NC(=O)COc2ccc(C(=O)OCC(=O)N(C)C3CCS(=O)(=O)C3)cc2OC)cc1 (stereo not drawn)	3	4	-1	·	-3	-3	0	-1	-8
CC(C)c1ccc(NC(=O)C2C3C=CC4(CN(CCCN5CCOCC5)C(=O)C24)O3)cc1 (stereo not drawn)	-7	-6	6	10	-2	0	4	6	-6
CCOC(=O)C1=C(O)/C(=C/c2cc(C)n(-c3ccccc3)c2C)N=C1C	-4	0	-40	7	-4	5	-3	12	-7
COC(=O)Cc1nc2ccccc2[nH]1	9	-9	-9	22	-3	2	-3	-2[fluorescence artefact?]	79*
Cc1ccc(C)c(N2CCN(C(=O)CCCOc3cc(=O)n(C)c4ccccc34)CC2)c1	-9	-11	-4	1	-26	-5	0	0	-10
COc1ccccc1Oc1ccc2c(c1)C(=O)N(c1ccc(C)cc1)C2=O	-1	-12	·	14	-12	2	0	-15	-13
Brc1ccc(Nc2c3c(nc4ncnn24)CCC3)cc1	2	3	2	15	-44	7	0	-2	12
COC(=O)c1cc(Br)c(=O)n(-c2ccccc2F)c1	3	-10	-3	16	-19	5	2	-2	-3
COc1ccc(NC(=O)COC(=O)Cn2cnc3ccccc3c2=O)cc1OC	0	·	-40	4	1	-3	-1	-16	0
CCCCNc1ncnc2c1cnn2-c1ccc(C)cc1C	4	-10	6	12	-6	2	1	0	2
Cc1ccc(C(=O)Oc2ccc(Cl)c3cccnc23)cc1[N+](=O)[O-]	0	20	·	21	-5	9	-2	6	-15
COc1ccc(/C(N)=N/OC(=O)Oc2ccccc2)cc1OC	6	-4	-1	-1	-5	1	3	0	-1
O=C(Nc1ccccc1)c1ccccc1N=Cc1cccc(O)c1	6	4	0	2	-5	-6	5	-2	-5
O=C(CN1C(=O)/C(=C/c2ccccc2F)Oc2ccccc21)N1CCN(c2ccccn2)CC1	4	4	8	-5	-21	6	-1	12	7
Fc1ccc(CSc2nc3ncc(Br)cc3[nH]2)cc1	1	-10	1	2	-21	6	0	-2	-6[fluorescence artefact?]

Pulled by structure from the entries so far (2):
SMILES	p97 inhibitor	MDM2 E3 inh	Rad51 HR inh	FXIIa inh 1536	KLK5 inh	FXIa inh	Wee1 degr inh	eIF4E 4G PPI	14-3-3 Bad PPI
CCCCNc1ncnc2c1cnn2-c1ccc(C)cc1C	4	-10	6	12	-6	2	1	0	2
Cc1ccc(C)c(N2CCN(C(=O)CCCOc3cc(=O)n(C)c4ccccc34)CC2)c1	-9	-11	-4	1	-26	-5	0	0	-10

Returning to the listing, starting three compounds before the break.
SMILES	p97 inhibitor	MDM2 E3 inh	Rad51 HR inh	FXIIa inh 1536	KLK5 inh	FXIa inh	Wee1 degr inh	eIF4E 4G PPI	14-3-3 Bad PPI
O=C(Nc1ccccc1)c1ccccc1N=Cc1cccc(O)c1	6	4	0	2	-5	-6	5	-2	-5
O=C(CN1C(=O)/C(=C/c2ccccc2F)Oc2ccccc21)N1CCN(c2ccccn2)CC1	4	4	8	-5	-21	6	-1	12	7
Fc1ccc(CSc2nc3ncc(Br)cc3[nH]2)cc1	1	-10	1	2	-21	6	0	-2	-6[fluorescence artefact?]
COc1ccc(Cc2c(O)nc(SCC(=O)NC(C)(C)C)[nH]c2=O)cc1	2	3	1	9	2	-1	-3	-1	-6
O=C(Nc1ccncc1)c1cncc(Br)c1	-3	-11	-2	11	-13	4	1	8	57
CC(=O)Nc1ccc(S(=O)(=O)NNC(=O)COc2cccc(C)c2)cc1	3	-15	-12	3	-43	-7	4	33*[fluorescence artefact?]	-10[fluorescence artefact?]
COc1cc(OC)cc(C(=O)OCC(=O)Nc2ccc(N3CCCCC3)cc2)c1	0	1	-2	10	-4	4	0	-25	-8[fluorescence artefact?]
NC(=O)C1CCN(C(=O)CSCc2ccccc2Cl)CC1	-2	3	7	12	-7	5	1	-1[fluorescence artefact?]	2
O=c1[nH]ncn2cccc12	2	-9	-3	5	5	13	4	-5	2
CN(C)c1ccc(C2SCCN2C(=O)c2ccc([N+](=O)[O-])cc2)cc1 (stereo not drawn)	0	-10	-5	11	-18	1	3	3	3
C=CCSc1cc(C)nc2c(-c3ccc(Cl)cc3)c(C)nn12	-5	-32	6	23	-9	7	3	-6	-6
COc1cc2c(OC)cccc2cc1C(=O)O	6	-3	-1	7	-9	-7	-1	8[fluorescence artefact?]	4
